Source: PubChem
GAA glycogen: alters human alpha-glucosidase cleavage of glycogen; AID 2100; actives 0.38% (n = 300,000); Potency, µM (titrated, usually from 76.4 µM), inactives show at the top dose activity change, negative = inhibition, actives largely listed as inhibitors; recombinant GAA, glycogen substrate, Amplex Red glucose oxidase fluorescence;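 also: 0% = full enzyme reaction and -100% = no-enzyme basal signal; the screen sought inhibitors and activators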
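Natural-substrate format: glycogen cleavage by 4 nM human enzyme, glucose read by Amplex Red coupling (Ex 573, Em 610 nm). Normalized to enzyme and no-enzyme controls.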
IMPase Li cell: membrane-permeable IMPase blocker, potentiated with lithium. CHO-M1 cells, IP1 TR-FRET (IP-One), carbachol + lithium. Potency, µM (highest dose often 59.4 µM), without a hit: top-dose activity, negative = IMPase inhibition, actives largely listed as inhibitors. actives 0.35% (n = 210,000). AID 1457;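 also: IP1 builds up when IMPase is blocked and the TR-FRET signal falls; plate controls were basal vehicle for no effect and high inhibitor control for full effect; nearly all actives have a fitted effect of over 50% in size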
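CHO-M1, 2000 cells/well, 16–30 h culture; cpd + low Li+, 30 min 37C; lysis with d2-IP1/Eu-anti-IP1 Ab, 10 min RT; TR-FRET 665/620 ratio and 620 channel; AC50 via Hill.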
HTT cytoprotect: protects HTT-Q103 PC12 cells, measured by ATP; actives 0.14% (n = 230,000); AID 1471; PC12 HTT-Q103 induced, cytoprotection, ATP luminescence, 40 h; Potency, µM (doses to about 56.4 µM), without a hit: cytoprotection (ATP increase), hits mostly activators;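 also: % of control where 0% means no effect; nearly all actives have a fitted effect of over 45% in size; toxic huntingtin expression switched on by the ecdysone agonist tebufenozide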
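Quantitative HTS on tebufenozide-induced (100 nM) PC12 cells expressing HTTQ103 exon 1–GFP; compounds tested as a concentration series; survival measured via cellular ATP.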
HTT aggregate: mutant huntingtin aggregation inhibition; PC12 HttQ103-GFP aggregates, Acumen cytometry, 40 h; Potency, µM (series often up to 46.1 µM), for inactives: at the top dose activity change, negative = inhibition, most hits filed as inhibitors; actives 1.1% (n = 220,000); also: % is scaled to controls: 0 for no effect and ±100 for the full control effect; nearly all actives have a fitted effect of over 60% in size
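Multiplexed with ATP-based cell death, this channel scores GFP aggregates in PC12 cells expressing inducible HTTex1-Q103-GFP. Induction used 100 nM tebufenozide; compounds were tested in concentration series.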
RGS12 GoLoco inh: RGS12 GoLoco-Gai1 interaction inhibition | P63096 | Gai1:RGS12 GoLoco peptide FP, rhodamine, 10 min | Potency, µM (doses to about 61.6 µM), without a hit: at the highest dose activity, negative = inhibition, usual class: inhibitors | actives 0.44% (n = 230,000) | AID 880; active = well fitted inhibition curve with a large enough effect, not every such curve was filed as active; inactive = no such curve, though single readings can be large or run the other way; also: % is scaled to controls: 0 for no effect and ±100 for the full control effect; nearly all actives have a fitted effect of over 30% in size; many of its hits are not listed in these tables
Target sequence (P63096 whole entry, looked up): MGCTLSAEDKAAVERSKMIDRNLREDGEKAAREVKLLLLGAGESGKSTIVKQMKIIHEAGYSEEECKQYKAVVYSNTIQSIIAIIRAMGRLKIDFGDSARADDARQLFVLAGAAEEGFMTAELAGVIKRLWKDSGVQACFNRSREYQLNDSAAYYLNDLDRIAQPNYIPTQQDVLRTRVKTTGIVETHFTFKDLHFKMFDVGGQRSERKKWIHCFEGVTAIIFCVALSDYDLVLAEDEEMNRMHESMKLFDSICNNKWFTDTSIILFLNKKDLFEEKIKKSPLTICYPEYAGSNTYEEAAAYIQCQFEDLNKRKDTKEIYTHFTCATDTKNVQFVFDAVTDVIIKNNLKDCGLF
GAA inh: alpha-glucosidase (human) inhibition. purified human GAA, 4-MU-alpha-glucoside fluorescence. Potency, µM (series often up to 76.9 µM), for inactives: top-dose activity change, negative = inhibition, most hits filed as inhibitors. actives 0.005% (n = 200,000). AID 1466;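 also: plate controls were uninhibited enzyme wells for no effect and no-enzyme background for full effect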
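Fluorogenic assay: 4 nM human alpha-glucosidase with 400 uM 4-methylumbelliferyl-alpha-D-pyranoside in 50 mM citrate/phosphate, 0.005% Tween-20, pH 5.0, 20 min at room temperature. Compounds tested up to 77 uM; AC50 from Hill fits.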
aGlu spleen mod: inhibits or activates alpha-glucosidase in human spleen homogenate | human spleen homogenate, 4-MU-alpha-glucoside fluorescence | Potency, µM (highest dose often 79.9 µM), for inactives: at the top dose activity change, negative = inhibition, actives largely listed as inhibitors | actives 0.006% (n = 240,000) | AID 2112;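 also: 0% = enzyme with vehicle and -100% = no enzyme basal signal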
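Human spleen homogenate (1 ug) with 4-methylumbelliferyl-alpha-D-glucopyranoside (1 mM final) in 50 mM citrate/phosphate pH 5.0, 0.01% Tween-20; 40 min at 37 C. Stopped at pH 10; 4-MU fluorescence Ex 365/Em 440 nm; AC50 by Hill fit.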
* hit, by the source's call; u = inconclusive; x = not tested or not shown; [ ] = another dose, or the depositor's remark. Unless noted, calls follow the shape of the dose curve; as a rule, active = well fitted curve in the direction sought with a large enough effect; inconclusive = small, poorly fitted or top-dose-only effect, or another doubt; inactive = no such curve, though single readings can be large; an effect the other way counts as inactive or inconclusive. Potency is read from the fitted curve at half-maximal effect.

SMILES | GAA glycogen | IMPase Li cell | HTT cytoprotect | HTT aggregate | RGS12 GoLoco inh | GAA inh | aGlu spleen mod
O=C(c1ccc(Cl)cc1)C(Cn1cncn1)C(Sc1ccccc1)c1ccccc1 (stereo not drawn) | -1% | -3%[38.3 µM] | -6% | u | 0% | 4% | -7%
Cc1cc(C)c(NC(=O)C2CC(=O)N(c3ccc4c(c3)OCCO4)C2)c(C)c1 (stereo not drawn) | -9% | 27%[38.3 µM] | -6% | -6% | 34%[activator] | -5% | -3%
O=C(O)c1c[nH]c2c(ccc3[nH]cc(C(=O)O)c(=O)c32)c1=O | x | -21% | -22%[10 µM] | x | 2%[14.2 µM] | x | x
O=c1cc(-c2ccccc2)[nH]c2ccccc12 | 6% | 3%[38.3 µM] | -107%[inhibitor] | 14% | 6% | 0% | -5%
CC(=O)c1ccccc1NC(=O)CN1C(=O)CS/C1=C\c1nc(-c2ccc(C)cc2)cs1 | -13% | 9% | 1%[10 µM] | 2% | 18% | 6% | -15%
COC(=O)c1ccc(C(NC(=O)OCc2ccccc2)/C(C)=C/[C@@H](C)C(=O)Nc2ccc(OC)cc2)cc1 (stereo partly drawn) | x | -2% | 12% | x | 5% | x | -2%
CC(C)n1c(SC2CCOC2=O)nc2ccccc21 (stereo not drawn) | 3% | 4%[38.3 µM] | -12%[10 µM] | -10% | 12% | -1% | -17%
COc1cc(NC(=O)COn2nnc3ccc(S(C)(=O)=O)cc32)cc(OC)c1 | 2% | 3% | -25% | 6% | 0% | -2% | -5%
Cc1ccccc1OCCNC(=O)CNC(=O)c1ccccc1O | 0% | 22%[38.3 µM] | 5% | 2% | 3% | -2% | -9%
Nc1ccc(S(=O)(=O)Nc2nccc(/C=C/c3ccc(Br)s3)n2)cc1 | -3% | 3% | -4%[10 µM] | u | 53%[activator] | u | 2%
CSCCC(Nc1ncnc2ccc(Br)cc12)C(=O)O (stereo not drawn) | 4% | 10µM* | -15%[10 µM] | -8% | 0% | -3% | -7%
CO/N=C/CC(=O)c1cnc(-c2ccc(Cl)cc2)s1 | -21% | -7% | -63%[inhibitor] | 13% | 21% | -4% | -11%

5 records picked at random from those above, as already listed:
SMILES | GAA glycogen | IMPase Li cell | HTT cytoprotect | HTT aggregate | RGS12 GoLoco inh | GAA inh | aGlu spleen mod
Nc1ccc(S(=O)(=O)Nc2nccc(/C=C/c3ccc(Br)s3)n2)cc1 | -3% | 3% | -4%[10 µM] | u | 53%[activator] | u | 2%
COC(=O)c1ccc(C(NC(=O)OCc2ccccc2)/C(C)=C/[C@@H](C)C(=O)Nc2ccc(OC)cc2)cc1 (stereo partly drawn) | x | -2% | 12% | x | 5% | x | -2%
Cc1ccccc1OCCNC(=O)CNC(=O)c1ccccc1O | 0% | 22%[38.3 µM] | 5% | 2% | 3% | -2% | -9%
O=C(O)c1c[nH]c2c(ccc3[nH]cc(C(=O)O)c(=O)c32)c1=O | x | -21% | -22%[10 µM] | x | 2%[14.2 µM] | x | x
O=C(c1ccc(Cl)cc1)C(Cn1cncn1)C(Sc1ccccc1)c1ccccc1 (stereo not drawn) | -1% | -3%[38.3 µM] | -6% | u | 0% | 4% | -7%

(more compounds)
SMILES | GAA glycogen | IMPase Li cell | HTT cytoprotect | HTT aggregate | RGS12 GoLoco inh | GAA inh | aGlu spleen mod
Cn1cc(C(=O)NC2CCCCC2)c(=O)c2cc(S(=O)(=O)N3CCCC3)ccc21 | 8% | 15%[38.3 µM] | -4% | 8% | 13% | -6% | -14%
Cc1nc2ccc(C(=O)N3CCN(c4ccccc4)CC3)cc2s1 | 0% | -6% | 3%[10 µM] | 15% | -1% | -17% | -6%
CCc1nnc(NC(=O)C2CCCN(c3nc(C)cc(C)n3)C2)s1 (stereo not drawn) | -9% | x | -9%[10 µM] | 9% | x | 3% | 1%
CCOc1cc(/C=C2\C(=O)N(c3ccc(C(N)=O)cc3)N=C2C)ccc1OC(=O)c1cccs1 | -12% | 44%[activator][38.3 µM] | -32% | 9% | 3% | 0% | 2%
Cc1ccc(-n2nnnc2SCC(=O)NC(=O)Nc2ccc3c(c2)OCCO3)cc1 | -1% | 14%[38.3 µM] | 2% | 9% | -1% | -9% | -17%
CCS(=O)(=O)N1CCC(C(=O)NCCc2ccc(OC)c(OC)c2)CC1 | -1% | 5%[38.3 µM] | -29% | 14% | -10% | 3% | -9%
CCOc1ccccc1NC(=O)C1C2C=CC(C2)C1C(=O)O (stereo not drawn) | 3% | 9%[38.3 µM] | -10% | 21% | -6% | -14% | 1%
COc1ccccc1/C=N/NC(=O)c1sc(C)nc1C | 16% | 3% | -41%[inhibitor][1.9 µM] | 15%[9.22 µM] | 18% | 13% | 8%
Cc1ccc(S(=O)(=O)Nc2cccc3c2CCCC3)cc1 | 4% | -2% | 23%[10 µM] | 4% | 5% | 2% | 8%
Cc1ccc(Nc2nnc(SCC(=O)c3ccc(Br)s3)s2)c(C)c1 | u | 15% | 12%[10 µM] | u | 46%[activator] | u | -1%
CC(C)Sc1nc(N2CCCC2)c2c(c1C#N)CC(C)(C)OC2 | -1% | 42%[activator][38.3 µM] | -23% | u | 8% | -10% | -3%
COCCn1c(SCC(=O)Nc2cccc(S(N)(=O)=O)c2)nc2cc(Cl)ccc2c1=O | 13% | 5% | 10%[10 µM] | 0% | -2% | -5% | -4%
N#Cc1nc(-c2cccs2)oc1N1CCN(c2ccccc2)CC1 | -8% | u | 9%[10 µM] | -12% | 15% | 8% | 7%
COc1cc(C(N)=O)cc(Cl)c1OC | -9% | -2% | 12%[10 µM] | -11%[9.22 µM] | -1% | x | 2%
CC(c1n[nH]c(=S)n1-c1ccccc1)N1CCCCC1 (stereo not drawn) | -4% | 7% | 7%[10 µM] | 25% | 0% | 3% | -27%
C=CC(=O)N=c1sc2ccccc2n1-c1ccccc1 | -2% | 21% | -137%[inhibitor] | u | 6% | u | x
COC(=O)c1c(NC(=O)C2C3CCC(O3)C2C(=O)O)sc2c1CCCCCC2 (stereo not drawn) | -7% | -8% | x | -14% | -8% | 6% | -5%
CCNC(=S)NNC(=O)c1csc2ccccc12 | u | 2%[38.3 µM] | -11% | -1% | 2% | -1% | -7%
Cc1ccc2oc(-c3ccc(NC(=O)c4ccc5c(c4)OCO5)cc3)nc2c1 | 1% | u | 11%[10 µM] | -15% | 84%[activator] | u | -3%
COc1ccc(-n2c(CNC(=O)c3cc(OC)c(OC)c(OC)c3)n[nH]c2=S)cc1 | -3% | 2%[38.3 µM] | 2% | -6% | -2% | 1% | -5%
Nc1cccc(S(=O)(=O)Nc2ccccc2)c1 | 16% | 6% | -6%[10 µM] | -7%[9.22 µM] | 12% | u | 3%
CNS(=O)(=O)c1ccc(NC(=O)c2cncc(Br)c2)cc1 | 3% | 6% | x | -22% | 2% | -10% | 1%
COc1ccc(/C(C)=N/NC(=O)CNC(=O)c2cccs2)cc1OC | -11% | 2% | -46%[inhibitor] | -7% | 1% | -2% | 7%
CC1(CN2CCC(n3c(=O)[nH]c4ccccc43)CC2)OCc2ccccc2-n2cccc21 (stereo not drawn) | x | 20% | 6% | 8% | -2% | x | 0%
CCn1nc(C)c(CN2CCc3c([nH]c4ccccc34)C2C(C)(C)C)c1C (stereo not drawn) | 2% | 8% | 3%[10 µM] | -10%[9.22 µM] | -3% | x | 0%
CCOc1cc(N2CCOCC2)c(OCC)cc1NC(=O)C(NC(=O)c1ccco1)C(C)C (stereo not drawn) | 8% | -12%[38.3 µM] | -34% | -8% | 1% | -12% | 0%
O=C(OCc1cncs1)c1ccccc1Cl | 12% | 2% | -23% | 4% | 10% | -15% | 0%
CCc1nc2ccccc2n1Cc1ccccc1OC | 3% | 12%[38.3 µM] | -33% | u | -5% | -4% | 2%
COc1ccc(-c2nc3ccc(C)cn3c2NCc2ccc3c(c2)OCO3)cc1 | u | 9% | 13%[10 µM] | 28%[9.22 µM] | 17% | 12% | -1%
CCOc1ncccc1C(=O)Nc1ccccc1F | 0% | x | 0%[10 µM] | 9%[9.22 µM] | 7% | -8% | -5%
COc1ccc(-c2[nH]ncc2CN2CCC(C(=O)c3ccc(F)cc3)CC2)cc1 | -3% | x | 12%[10 µM] | 3%[9.22 µM] | -2% | -9% | 5%
O=C(CSCc1ccc([N+](=O)[O-])cc1)Nc1cccc(C(=O)Nc2ccccc2C(=O)O)c1 | 4% | -7%[38.3 µM] | -2% | 9% | 12% | 20% | -3%
CCN(Cc1ccccc1)C(=O)c1ccc(SC)cc1OC | -7% | 11% | u | 28%[9.22 µM] | 12% | 15% | 1%
COc1ccc(S(=O)(=O)CCC(=O)NCCc2ccc(S(N)(=O)=O)cc2)cc1 | 5% | 19%[38.3 µM] | -3% | -15% | 0% | -1% | -8%
COc1ccc(NC(=S)NCc2ccco2)cc1 | 0% | -1%[38.3 µM] | -9% | -24% | 13% | -10% | -3%
CC(C)C(c1nnnn1C1CCCC1)N1CCN(c2ccccc2F)CC1 (stereo not drawn) | -12% | 7%[38.3 µM] | 8%[10 µM] | 5% | -4% | u | 16%
COc1ccc(OCc2nc(N)nc(Nc3ccccc3OC)n2)cc1 | 8% | 10%[38.3 µM] | -17% | 0% | 4% | 2% | 0%
CC(=O)c1sc(NC(=O)COc2ccc(Cl)cc2C)nc1C | -1% | x | -1%[10 µM] | -10%[9.22 µM] | 8% | x | 0%
O=C(COC(=O)COc1ccc(Cl)cc1)NC1CCCCC1 | 3% | -10%[38.3 µM] | 15% | 19% | 9% | -4% | -5%
COc1ccc2[nH]c(=O)c(CNc3ccc(C)c(C)c3)cc2c1 | u | x | -15% | -11% | x | -5% | -11%
CCCCn1c(N)c(NCCC)c(=O)[nH]c1=O | 10% | -2% | 6%[10 µM] | -4% | -5% | 2% | 2%
CC(=O)Nc1cccc(C(=O)N/N=C/c2ccc(C)o2)c1 | 2% | 2% | -8% | -8% | 2% | -10% | -2%
CC(=O)Nc1ccc(S(=O)(=O)NNC2=NS(=O)(=O)c3ccccc32)cc1 | u | 4% | 11% | -13% | 10% | u | -2%
COc1cc2cc(CN(CCc3ccccc3C)C(=S)NCCCN3CCOCC3)c(=O)[nH]c2cc1OC | -3% | 9% | -6%[10 µM] | 4%[9.22 µM] | -7% | x | -2%
CC(Sc1ccccc1)C(=O)N(CCC#N)Cc1cccnc1 (stereo not drawn) | 2% | 2% | -43%[inhibitor] | -5% | 1% | 5% | 5%
CC(C)(C)C(=O)c1sc(Nc2ccccc2)nc1N | -23% | 28% | -12%[10 µM] | -29% | -1% | -8% | -2%
Cc1cc(C(F)F)n2ncc(C(=O)NCCc3ccccc3Cl)c2n1 | 4% | 31%[38.3 µM] | -2% | 18% | 4% | 1% | -2%

A portion of the library. The share of hits here may be higher or lower than overall.
